Screening results from PubChem.
MPTP block = blocks calcium-induced mitochondrial swelling; isolated mouse mitochondria, Ca2+ swelling absorbance, 30 min; inhibition, % at 10 µM; AID 602449; 360,000 tested, 1.4% active;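 active means inhibition of 50% or more, scaled per plate between neutral and stimulator controls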;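 further: 0% = DMSO wells given calcium and 100% = 1 mM EGTA wells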
SENP1 FRET inh = inhibitors of human SENP1 SUMO protease catalytic domain. inhibition, % at 10 µM. Q9P0U3. 360,000 tested, 0.21% active. AID 624204. recombinant SENP1 catalytic domain, CyPet-SUMO1-YPet FRET cleavage;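 active means inhibition at least 30% at 10 µM, raw YFP signal under a set limit, fluorescence ratio 0.5 to 1.5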;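 further: 0% = enzyme with DMSO and 100% = no enzyme wells; some results filed as inactive read as strong as hits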
Target sequence (Q9P0U3 419-644 limits assumed): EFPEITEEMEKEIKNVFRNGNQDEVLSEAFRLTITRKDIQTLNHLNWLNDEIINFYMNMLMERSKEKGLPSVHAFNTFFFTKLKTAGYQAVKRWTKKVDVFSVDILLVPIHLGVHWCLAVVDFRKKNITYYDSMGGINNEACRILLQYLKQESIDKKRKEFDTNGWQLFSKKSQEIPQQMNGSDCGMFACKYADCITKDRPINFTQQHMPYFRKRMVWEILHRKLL
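material = recombinant human SENP1 catalytic domain, His6-tagged | quantity = 20 pM enzyme | reagent = 25 nM SUMO1 FRET substrate | compound dosing = 10 µM single point, 0.5% DMSO | timing = 50 min enzyme reaction, room temperature, light-protected | detection = FRET, CFP and YFP emission | control set = no-enzyme low, enzyme-DMSO high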
SENP8 inh = blocks human SENP8 cleavage of Nedd8 substrate | inhibition, % at 20 µM | Q96LD8 | recombinant SENP8, Nedd8 substrate fluorescence | AID 602440 | 360,000 tested, 0.64% active; in the data active means inhibition mostly above about 40%, no sharp cut-off; inactive means mostly below about 27%
Target sequence (Q96LD8 whole entry, looked up): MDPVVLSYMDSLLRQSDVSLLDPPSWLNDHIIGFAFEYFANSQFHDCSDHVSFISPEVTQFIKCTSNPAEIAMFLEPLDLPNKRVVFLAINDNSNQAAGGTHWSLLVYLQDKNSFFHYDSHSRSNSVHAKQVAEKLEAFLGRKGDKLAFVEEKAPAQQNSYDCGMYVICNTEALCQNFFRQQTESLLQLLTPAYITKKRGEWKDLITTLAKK
Starred values were filed as active, the others as inactive; i = inactive. A portion of the library. The share of hits here may be higher or lower than overall.

SMILES	MPTP block	SENP1 FRET inh	SENP8 inh
CC(C)C[C@H](NC(=O)/C=C/[C@H]1O[C@@H](n2ccc(=O)[nH]c2=O)[C@H](O)[C@@H]1O)C(=O)O	-0.8	0.4	20.8
NC(=O)c1ccc(Nc2nc(C(N)COCc3ccccc3)cs2)cc1 (stereo not given)	0.5	-3.2	-314.8
Cc1ccc(F)c(S(=O)(=O)NC(=O)C2(C)CCN2C(=O)c2cccc3ccccc23)c1 (stereo not given)	1.4	0.8	12.8
CCC(C(=O)NC(C)(C)C)n1c(-c2ccc(C)cc2)nc2ccccc21 (stereo not given)	-0.1	-1.0	8.2
CC(=O)Nc1cc(-c2cccc(C(=O)N(C)C)c2)cn2c(-c3cccc(C(F)(F)F)c3)cnc12	1.1	-4.1	-379.9
COc1ccccc1C(C(=O)c1ccccc1)c1ccc2ccccc2c1 (stereo not given)	1.7	3.0	14.3
CCc1nc2c(OCC(=O)C(C)(C)C)cccn2c1N(C=O)CC(=O)N(C)C	-1.1	-14.5	-9.4
CC(C)CC1OC(C(C)C)Cc2[nH]c(=S)[nH]c(=O)c21 (stereo not given)	-1.0	-1.3	2.7
CCCCNC(=O)OC1CC2CC1[C@H]1CCCCN1C2=O (stereo not given in full)	-0.7	1.3	11.8
Cc1cccc(C)c1NC(=O)C1(C)CN(S(C)(=O)=O)CC(=O)N1Cc1ccco1 (stereo not given)	0.6	-4.0	15.1
CCCN(CCC)Cc1cc(=O)oc2cc(OC)ccc12	0.0	-1.3	-124.8
CC(C)CC(N)c1csc(Nc2ncccn2)n1 (stereo not given)	-0.1	-3.9	31.8
Cc1nc(NC(=O)C(C)(C)C)sc1C(=O)Cn1cc(-c2ccc(C(C)(C)C)cc2)nn1	-0.1	3.4	11.8
CC(C)C[C@H]1CNC(=O)C(=O)N1C[C@@H]1CCCN1C[C@H](Cc1ccc(O)cc1)N1C[C@H](Cc2ccccc2)N(CC2CCCCC2)C(=O)C1=O	-1.4	-2.7	5.4
COc1ccccc1N(C)c1cc2c(c3c1ccn3C)C1CCC2C1 (stereo not given)	-1.9	1.1	-147.6
O=C(NCc1ccco1)C1C(=O)Nc2ccccc2C(=O)N1C1CCCCC1 (stereo not given)	-1.4	0.0	-28.5
CC1(C(=O)Nc2ccc(Cl)c(Cl)c2)CCN1C(=O)Cc1ccc(-c2ccccc2)cc1 (stereo not given)	4.2	-1.3	7.2
CCOC(=O)C1=C(C)N=c2sc(=Cc3cc(Cl)c(OCC(=O)O)c(OC)c3)c(=O)n2C1c1ccccc1Cl (stereo not given)	0.8	-28.8	3.4
COC(=O)C[C@H]1C=C[C@@H](NC(=O)Cc2cccnc2)[C@@H](CO)O1	3.3	-0.6	10.8
CCNC(=O)C1(C)CCN1CCC(=O)c1ccc(Br)cc1 (stereo not given)	1.3	-0.1	13.6
COc1cccc(C(O)c2nc(-c3ccccc3C)cs2)c1 (stereo not given)	2.1	1.3	9.0
NC(Cc1ccc(Cl)cc1)c1csc(Nc2cc(NCCCO)ncn2)n1 (stereo not given)	0.5	-5.7	-3.7
O=C(Nc1ccc2c(c1)OCO2)c1ccc2sc([C@@H]3O[C@H](CO)[C@@H](O)[C@H]3O)nc2c1	-0.9	-0.9	14.1
COc1cccc(C(NC(C)=O)c2nc(-c3ccc(F)cc3OC)cs2)c1 (stereo not given)	-0.7	0.7	26.3
COC(=O)[C@]12CCCCC=C1N(Cc1cccc3ccccc13)C(=O)[C@H](CC(=O)N1CCC(c3ccccc3)CC1)C2	-0.2	0.8	8.6

(cont.)
SMILES	MPTP block	SENP1 FRET inh	SENP8 inh
COc1ccccc1N1CCN(c2ncnc3n[nH]c(Br)c23)CC1	1.2	-1.8	-34.5
c1ccc(CNc2c(C3CCNCC3)nc3scc(-c4ccccc4)n23)cc1	-0.5	0.6	6.8
COCCNC(=O)C1(C)CCN(C(=O)c2cc(C(C)(C)C)nn2C)C1 (stereo not given)	0.3	0.6	19.5
CC(C)N(C)c1ncnc2c1ncn2[C@H]1CN(Cc2cccnc2)C[C@@H](CO)O1	-1.4	0.5	9.3
COc1ccc(C(O)c2nc(-c3cc(F)cc(F)c3)cs2)cc1 (stereo not given)	2.2	-0.8	15.2
OC[C@@H]1CN(Cc2ccncc2)C[C@H](n2cnc3c(NC4CC4)ncnc32)O1	-1.0	-0.6	5.8
FC(F)(F)c1cc(Cc2nc3ccccc3n2C(CCc2ccccc2)c2nc3ccccc3[nH]2)cc(C(F)(F)F)c1 (stereo not given)	14.1	-25.9	6.7
COc1ccc(CCCNC(=O)C2Cc3c(-c4cccc(C(C)=O)c4)ccnc3O2)cc1 (stereo not given)	0.8	-1.0	10.3
O=C(O)C1CCCN(C(=O)/C=C/c2ccccc2)CC1 (stereo not given)	-0.6	2.8	5.6
CSCCC(C(=O)NC1CCCC1)n1c(C2CC2)nc2ccccc21 (stereo not given)	2.3	-4.6	12.5
COc1ccccc1CNc1nc(NCc2ccc(C)cc2C)c2sccc2n1	66.8*	3.9	-27.4
Cn1c(=O)c2cc(NC(=S)NC3CCCCC3)ccc2n1-c1ccccc1	-0.3	-35.0	i
CCOc1ccc(CCN2C(=O)C(=O)N([C@@H](CC(C)C)CN3CCC[C@H]3CN3C(=O)C(=O)NC[C@@H]3Cc3ccc(O)cc3)C[C@@H]2CC(C)C)cc1	-2.3	0.5	6.6
Cc1ccc(C(=O)Nc2c(-c3ccc(Cl)cc3)[nH][nH]c2=O)cc1	-0.6	1.6	46.7*
CC(C)(C)c1ccc(C(=O)N2CCC2(C)C(=O)Nc2cccc3ccccc23)cc1 (stereo not given)	0.7	1.9	4.2
CC(=O)C1=CCC(c2ccccc2)N(S(=O)(=O)c2ccc(C)cc2)C1 (stereo not given)	0.2	0.3	23.3
COc1ccc(NC(=O)C2(C)Cc3c(-c4cccc(NC(C)=O)c4)ccnc3O2)cc1OC (stereo not given)	1.0	0.2	-7.3
O=C(c1ccco1)N1CCN(C(=O)c2ccco2)CC1	-0.3	1.9	3.7
COC[C@H]1CCCN1[C@@H]1CS(=O)(=O)N[C@H]1COCc1ccccc1	8.3	-4.1	-2.3
Cc1ccc(F)cc1-c1nc(NC(C)C)nc2cc(-c3ccccc3)sc12	-0.9	-90.7	-257.0
CC1(Cc2cccc(F)c2)C(=O)Nc2ccc(OC(F)(F)F)cc21 (stereo not given)	0.3	-0.6	4.1
Cc1ccc(Cn2cc(CN3CC(N(C)C)CS3(=O)=O)nn2)cc1 (stereo not given)	0.2	0.3	7.7
O=C1NC[C@@H](CCCCN2C[C@H](Cc3ccc(O)cc3)N(CCC3CCCCC3)C(=O)C2=O)N(CCC2CCCCC2)C1=O	-3.6	1.0	9.0
CCOC(=O)[C@]12CCCC=C1N(Cc1ccc3c(c1)OCO3)C(=O)[C@H](CC(=O)NCc1cccs1)C2	-0.9	3.1	20.2
CSc1ccc(CN2C(=O)C(C)Sc3ccc(C(C)=O)cc32)cc1 (stereo not given)	0.9	1.2	19.0

Other records
SMILES	MPTP block	SENP1 FRET inh	SENP8 inh
CC(C)Oc1cc(F)ccc1-c1cc(C(=O)NCC2CCCCC2)[nH]n1	0.5	3.2	9.8
CN(C)CCN(C)C1CN(C2CCCC2)S(=O)(=O)C1 (stereo not given)	0.0	-0.5	4.5
Cc1c(C(=O)NCc2ccccc2C(F)(F)F)sc(=O)n1Cc1ccccc1C#N	-0.2	0.4	6.0
CC(C)(C(=O)N1CCC1(C)C(=O)NS(=O)(=O)c1ccc(Cl)s1)c1ccccc1 (stereo not given)	-0.7	-1.0	1.6
COc1ccc(N2C(=O)c3ccccc3NC(=O)C2C(=O)NCc2ccco2)cc1 (stereo not given)	3.0	-19.0	-54.4
CCCNC(=O)C1(C)CCN(CCC(=O)c2ccc(Br)cc2)C1 (stereo not given)	0.1	3.1	19.2
CCOc1ccc(-c2cc(C(=O)NCc3cc(OC)cc(OC)c3)[nH]n2)c(C)c1	1.6	3.8	18.6
CC(C)c1cc(Cn2c3ccccc3c(=O)n2C(C)Cn2cc(-c3ccc(C(C)(C)C)cc3)nn2)on1 (stereo not given)	2.0	2.5	-405.5
Cc1cc(C)cc(-n2c3ccc(NC(=S)NC4CCCCC4)cc3c(=O)n2C)c1	5.3	-13.7	-473.2
N#Cc1cccc(C2CC(OCCF)=CC(=O)O2)c1 (stereo not given)	-2.5	3.6	24.0
O=S1(=O)N[C@H](Cc2ccccc2)COc2cccc(N3CCC[C@H]3CO)c21	-1.5	-1.8	-6.0
COc1ccc(CNC(=O)c2[nH]c(C(F)(F)F)nc2-c2ccccc2)cc1	-0.9	0.2	7.2
COc1cc(CNC(=O)Nc2nc(C(N)c3ccccc3)cs2)cc(OC)c1OC (stereo not given)	0.6	-3.6	11.5
OC(c1ccc(F)cc1)c1nc(-c2ccc(F)c(Cl)c2)cs1 (stereo not given)	3.6	0.1	9.4
O=C1NC[C@@H](CCCCN2C[C@H](Cc3ccc(O)cc3)N(CCc3ccccc3)C(=O)C2=O)N(CC2CCCCC2)C1=O	-1.8	-3.8	8.0
COc1cc2c(cc1OCc1ccccc1)/C(=C/C(=O)OCc1ccccc1)OC2	0.6	-1.4	13.1
COCCNc1nc(NCc2ccccc2F)c2sccc2n1	0.4	2.5	-35.1
CCCCC(=O)N(C)c1c(CC)nc2c(OCc3cc(Cl)cc(Cl)c3)cccn12	0.0	-2.1	19.5
COC(=O)Cn1c2ccccc2c(=O)n1C(C)CBr (stereo not given)	0.0	2.8	-384.1
O=C(Nc1ccc2c(c1)OCCO2)c1[nH]c(C(F)(F)F)nc1-c1ccccc1	2.7	1.1	19.3
CC(=O)c1ccc(OCc2c(-c3ccccc3)nnn2CC(=O)NS(=O)(=O)c2ccccc2C)cc1	0.4	-0.7	0.9
Cc1ccc(S(=O)(=O)N2C[C@H]3C(=O)C[C@@H]4C(=O)N(c5ccccc5)C(=O)[C@@H]4[C@@H]3C[C@H]2c2cccc(Cl)c2)cc1	-0.8	-7.8	0.4
O=C(NCc1ccccc1)C1c2ccccc2OCC(=O)N1CCc1c[nH]c2ccccc12 (stereo not given)	1.1	0.7	10.6
CC(C)(C)NC(=O)C(c1cc2ccccc2o1)n1c(-c2ccc(-c3ccccc3)cc2)nc2ccccc21 (stereo not given)	2.3	-4.7	-414.9
O=C(NC1CCCC1)C1c2ccccc2OCC(=O)N1Cc1cccnc1 (stereo not given)	-0.1	1.7	5.1

Part of the list above, with two lines to a compound:
Values run as follows: MPTP block, SENP1 FRET inh, SENP8 inh
Cc1ccc(S(=O)(=O)N2C[C@H]3C(=O)C[C@@H]4C(=O)N(c5ccccc5)C(=O)[C@@H]4[C@@H]3C[C@H]2c2cccc(Cl)c2)cc1
    -0.8, -7.8, 0.4
N#Cc1cccc(C2CC(OCCF)=CC(=O)O2)c1 (stereo not given)
    -2.5, 3.6, 24.0
COc1cc2c(cc1OCc1ccccc1)/C(=C/C(=O)OCc1ccccc1)OC2
    0.6, -1.4, 13.1
CC(=O)c1ccc(OCc2c(-c3ccccc3)nnn2CC(=O)NS(=O)(=O)c2ccccc2C)cc1
    0.4, -0.7, 0.9
Cc1cc(C)cc(-n2c3ccc(NC(=S)NC4CCCCC4)cc3c(=O)n2C)c1
    5.3, -13.7, -473.2
O=C(NC1CCCC1)C1c2ccccc2OCC(=O)N1Cc1cccnc1 (stereo not given)
    -0.1, 1.7, 5.1

Going on with the list:
SMILES	MPTP block	SENP1 FRET inh	SENP8 inh
Nc1cccc(-c2cncc(N3CCN(Cc4ccccn4)CC3)n2)c1	0.6	0.0	-47.5
CCCS(=O)(=O)NC(=O)C1(C)CCCN(C(=O)COc2ccccc2)C1 (stereo not given)	-1.6	2.3	7.6
CC(C)Cc1ccc(-c2cc3nc(NCC4CC4)ccn3n2)cc1	1.5	-14.0	i
CCOc1ccc(NC(=O)C2CCCN(S(=O)(=O)c3ccc4c(c3)C(C)(C)C(=O)N4C)C2)cc1 (stereo not given)	5.0	2.5	9.6
Cc1c(Br)cccc1NC(=O)C1(C)CCN1Cc1ccc(OC(C)C)cc1 (stereo not given)	-1.3	2.5	1.0
Cc1ccc(C)c(CC(=O)N2CCCCC2c2cc(C(=O)Nc3ccc(F)c(Cl)c3)no2)c1 (stereo not given)	0.9	0.4	14.9
N#Cc1ccc(NC(=S)/N=C(\N)c2ccccc2)cc1	20.7	12.1	17.4
CC(=O)Nc1cccc(-c2ccnc3c2CC(C)(C(=O)Nc2ccc(Cl)cc2)O3)c1 (stereo not given)	0.7	-2.1	-27.6
CCCNC(=O)C1(C)CCCN(C(=O)c2cccc(C#N)c2)C1 (stereo not given)	-1.0	3.6	20.3
OC(c1ccccc1)c1nc(-c2ccc3c(c2)OCO3)cs1 (stereo not given)	0.4	2.1	0.1
CCCCCn1nnnc1C1c2ccccc2C(=O)N1Cc1ccco1 (stereo not given)	6.3	2.0	5.3
CCC(=O)N1CCCC(C(=O)NCc2ccc(C(C)C)cc2)CC1 (stereo not given)	-0.6	-0.1	13.2
COCOc1cccc(CN2CCC2(C)C(=O)NCCNC(C)=O)c1 (stereo not given)	-0.4	-2.6	15.4
CSCC[C@H](NC(=O)Cc1c(C)c2cc3c(C)c(C)oc3cc2oc1=O)C(=O)N[C@@H](C(=O)O)c1ccccc1	-0.4	-46.8	14.4
Cc1ccc(NC(=O)C2(C)CCN2Cc2ccccc2OC(F)F)cc1 (stereo not given)	1.2	3.6	13.4
COc1cc(C)ccc1S(=O)(=O)NC(=O)C1(C)CCN1C(=O)c1ccc(C(F)(F)F)nc1C (stereo not given)	0.7	1.4	13.3
CC1(Br)C(Sc2ccccc2[N+](=O)[O-])=Nc2ccccc21 (stereo not given)	4.0	0.5	18.6
